Bioassay records as filed in PubChem.
CHT inh: human CHT choline transport inhibition; CHT-expressing cells, membrane potential dye, choline response; active compounds read low; B-score at 10 µM; AID 488975; 310,000 compounds, 0.86% hits;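 active = B-score over 3 SD under the library average, and starting fluorescence ratio not unusually high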;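 note: choline stimulus applied at its EC90 after an EC20 pre-addition; B-score computed on integrated fluorescence ratio after choline addition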
Target sequence (Q9GZV3 whole entry, looked up): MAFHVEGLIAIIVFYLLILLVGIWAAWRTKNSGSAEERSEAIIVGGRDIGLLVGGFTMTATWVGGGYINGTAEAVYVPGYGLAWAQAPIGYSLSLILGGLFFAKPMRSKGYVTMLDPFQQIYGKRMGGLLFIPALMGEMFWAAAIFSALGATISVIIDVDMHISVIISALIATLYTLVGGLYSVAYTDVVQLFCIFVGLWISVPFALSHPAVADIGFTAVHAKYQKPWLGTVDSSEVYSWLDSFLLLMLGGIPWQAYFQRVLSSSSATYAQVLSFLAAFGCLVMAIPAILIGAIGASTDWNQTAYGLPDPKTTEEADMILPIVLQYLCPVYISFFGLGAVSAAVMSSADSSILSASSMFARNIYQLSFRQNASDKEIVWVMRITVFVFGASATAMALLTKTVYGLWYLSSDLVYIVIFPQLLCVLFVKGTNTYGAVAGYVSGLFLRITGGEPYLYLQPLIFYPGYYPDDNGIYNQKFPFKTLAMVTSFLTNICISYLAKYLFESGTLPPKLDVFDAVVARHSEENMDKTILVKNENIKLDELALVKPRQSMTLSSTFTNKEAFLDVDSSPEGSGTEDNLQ
Kir21 inh: blocks the mouse Kir2.1 inward-rectifier potassium channel; B-score at 10 µM; 310,000 compounds, 0.85% hits; HEK293-Kir2.1, FluxOR thallium flux fluorescence; active compounds read low;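 active = fluorescence ratio B-score at or below minus 3 SD of library scores, with starting-brightness B-score within 2 SD, cut at about -4.2 in these data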;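 note: channel flux triggered by added potassium and thallium sulfate stimulus; B-score of peak minus minimum fluorescence over baseline after thallium stimulus; more negative B-score means stronger Kir2.1 block with less thallium influx; some compounds called inactive have numbers as strong as hits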
Target sequence (P35561 whole entry, looked up): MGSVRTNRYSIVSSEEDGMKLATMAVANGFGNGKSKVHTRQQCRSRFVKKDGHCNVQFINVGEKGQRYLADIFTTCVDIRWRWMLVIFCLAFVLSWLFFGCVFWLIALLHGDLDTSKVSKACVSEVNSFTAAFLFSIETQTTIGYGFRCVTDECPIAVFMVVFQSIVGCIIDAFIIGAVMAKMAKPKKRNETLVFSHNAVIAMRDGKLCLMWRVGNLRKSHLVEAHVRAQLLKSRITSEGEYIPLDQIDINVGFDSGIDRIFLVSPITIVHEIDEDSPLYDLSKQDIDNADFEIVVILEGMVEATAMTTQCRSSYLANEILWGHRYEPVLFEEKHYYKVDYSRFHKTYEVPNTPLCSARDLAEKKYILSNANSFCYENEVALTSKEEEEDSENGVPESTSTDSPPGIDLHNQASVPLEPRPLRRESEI
KCNQ2 inh: KCNQ2 potassium channel inhibitors, primary screen, cell-based, CHO-K1, FluxOR thallium flux, B-score (AID 2156); 310,000 compounds, 1.1% hits; 20 min; active compounds read low; O88943; B-score at 10 µM;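 active = fluorescence ratio B-score at most minus 3 library SDs, with starting brightness B-score within 2 library SDs, cut at about -5.5 in these data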
* hit, by the source's call; i = inactive.

A first look:
Values in the order: CHT inh, Kir21 inh, KCNQ2 inh
- CN(C)Cc1c(O)ccc2occ(C(=O)c3ccc(F)cc3)c12
→ i, -0.98, i
- Cn1nc(CC(=O)NCc2cccc3ccccc23)c2ccccc2c1=O
→ i, 0.45, i
- O=C(CC1(O)C(=O)N(Cc2ccccc2)c2ccccc21)c1ccc2c(c1)OCO2 (stereo unspecified)
→ i, 1.13, i
- O=S(=O)(Nc1ccncc1)c1ccc(Cl)c(Cl)c1
→ i, 0.12, i

All compounds of this part, from the start:
Values in the order: CHT inh, Kir21 inh, KCNQ2 inh
- CN(C)Cc1c(O)ccc2occ(C(=O)c3ccc(F)cc3)c12
→ i, -0.98, i
- Cn1nc(CC(=O)NCc2cccc3ccccc23)c2ccccc2c1=O
→ i, 0.45, i
- O=C(CC1(O)C(=O)N(Cc2ccccc2)c2ccccc21)c1ccc2c(c1)OCO2 (stereo unspecified)
→ i, 1.13, i
- O=S(=O)(Nc1ccncc1)c1ccc(Cl)c(Cl)c1
→ i, 0.12, i
- Cc1cc2nc(-c3ccc[nH]c3=O)n(Cc3cccc(F)c3)c2cc1C
→ i, -1.81, i
- CCN(CC)CCn1c(=S)[nH]c2ccccc2c1=O
→ i, -0.05, i
- O=c1cc(N2CCN(c3ccccc3)CC2)[nH]c(=O)n1-c1ccccc1Cl
→ i, -0.08, i
- O=C(NC1CCCCCC1)c1cc(-c2ccccn2)nc2ccccc12
→ i, -0.87, i
- COc1ccccc1NC(=S)NCC1CCCCC1
→ i, -1.85, i
- O=C(N/N=C/c1c(O)ccc2ccccc12)c1cccnc1
→ i, -0.55, i
- Cc1ccn2c(CNCc3cnn(C)c3)c(C(=O)N3CCCCCC3)nc2c1
→ i, -0.16, i
- Cc1cccc(C(=O)NC(=S)N2CCN(C(=S)NC(=O)c3cccc(C)c3)CC2)c1
→ i, -0.4, i
- COc1ccc2c(c1)c1nc3n(c(=O)c1n2CC(=O)Nc1ccccc1)CCCS3
→ i, -0.09, i
- CCN(CC)S(=O)(=O)c1ccc(NCCCn2ccnc2)c([N+](=O)[O-])c1
→ i, -1.49, i
- C1=C(c2cccc3ccccc23)N2CCN=C2S1
→ i, -0.78, i
- COc1ccc(NC(=O)Nc2nnc(-c3ccncc3)s2)cc1
→ i, -0.15, i
- CCOc1ccc(NC(=S)N(Cc2ccc(N(C)C)cc2)Cc2ccco2)cc1
→ i, 1.87, i
- O=C(NNC1CC(=O)N(c2ccc(Br)cc2)C1=O)c1cccs1 (stereo unspecified)
→ i, 0.13, i
- O=C(O)c1cccc(Nc2ccc([N+](=O)[O-])c3nonc23)c1
→ i, -0.02, i
- CN(C)S(=O)(=O)c1ccc(C(=O)NCc2ccc3[nH]c4c(c3c2)CCCC4)cc1
→ i, 1.57, i
- CC(=O)Nc1ccn(-c2ccccc2)n1
→ i, -1.31, i
- Cc1cc(C)n(CCc2nc(-c3ccc(-c4ccccc4)cc3)cs2)n1
→ i, 0.58, i
- C/C(=N\NC(=O)C1CC1)c1ccc(Cl)cc1
→ i, 0.12, i
- O=C1CC(=C(c2ccccc2)c2ccccc2)C(=O)N1CCCCN1CCN(c2cccc(Cl)c2)CC1
→ i, 0.68, i
- Fc1ccc(NCc2cccnc2)cc1
→ i, -3.33, i
- Cc1ccc(S(=O)(=O)N2CCC(C(=O)O)CC2)cc1
→ i, -0.65, i
- COC(=O)C1=C(C(C)=O)C(c2ccc(C(=O)OC)cc2)n2nnnc2N1 (stereo unspecified)
→ i, -1.35, i
- Cc1c(C(=O)OCC(=O)Nc2ccc3c(c2)OCO3)cccc1[N+](=O)[O-]
→ i, 0.38, i
- CCN(CC)C(=O)CN(c1ccc2c(c1)OCO2)S(C)(=O)=O
→ i, -1.11, i
- CCCN(CCC)CC(=O)Nc1cccc2c1OCO2
→ i, 0.04, i
- COc1ccc(C2CC(c3cccs3)=NN2S(C)(=O)=O)cc1OC (stereo unspecified)
→ i, -0.17, i
- Cc1ccc2c(c1)N(CC(=O)NC1CCCc3ccccc31)C(=O)CO2 (stereo unspecified)
→ i, 0.11, i
- CCOc1ccc(OCC)c(NS(=O)(=O)c2ccc3c(c2)n(C)c(=O)c(=O)n3C)c1
→ i, 0.94, i
- CCOc1ccc(CCNC(=O)COC(=O)/C=C/c2ccccc2OC)cc1OCC
→ i, -1.29, i
- Cc1c(NC(=O)CSc2nnnn2-c2ccc(F)cc2)c(=O)n(-c2ccccc2)n1C
→ i, -0.64, i
- CCOC(=O)CNC(=O)c1c(C)nn(C)c1Cl
→ i, -0.18, i
- Cc1csc2nc(O)c(C(=O)NC3CCCCC3)c(=O)n12
→ i, 2.98, i
- C=CCNC(=O)c1ccc(-c2cccc([N+](=O)[O-])c2)o1
→ i, 1.48, i
- CNC(=S)N(CCc1ccc(OC)c(OC)c1)Cc1cc2c(C)cc(C)cc2[nH]c1=O
→ i, 0.55, i
- ClCc1nnc(-c2ccccc2)o1
→ i, -0.15, i
- O=C(Nc1cccc(S(=O)(=O)N2CCCC2)c1)c1ccccc1OC(F)F
→ i, -0.03, i
- COc1ccc(NC(=O)CC(Cc2ccc(Cl)cc2)C(=O)O)cc1 (stereo unspecified)
→ i, 0, i
- COc1ccccc1N1CCN(C(=O)CSc2nnc3n2C(C)(C)Cc2ccccc2-3)CC1
→ i, -1.59, i
- CCOc1ccc(NC(=S)NCCCN2CCN(c3ccc(OC)cc3)CC2)cc1
→ i, 1.34, i
- CCN(CC)c1ccc(CN(C(=O)c2cc(OC)c(OC)c(OC)c2)C2CCS(=O)(=O)C2)cc1 (stereo unspecified)
→ i, -0.81, i
- CCOC(=O)c1cc(C(C)C)sc1NC(=O)COC(=O)CCS(=O)(=O)c1ccccc1
→ i, 0.07, i
- NS(=O)(=O)c1ccc(CCNc2nc(C(F)(F)F)nc3ccccc23)cc1
→ i, -0.13, i
- Cc1ccc(S(=O)(=O)N2CCN(S(=O)(=O)c3ccc(C)cc3)C2)cc1
→ i, -3.21, i
- O=C(NCc1ccccc1)Nc1cccn(Cc2ccccc2Cl)c1=O
→ i, 2.2, i
- Cc1cccc(CSc2nc3ccncc3n2CC(=O)Nc2cc(C)cc(C)c2)c1
→ i, 1.63, i
- CC(C)c1ccc(-c2nc3c([nH]2)c(=O)n(C)c(=O)n3C)cc1
→ i, 1.9, i
- CC(=O)c1c(C)nc(Nc2nc(C)c3cc(C)ccc3n2)nc1C
→ i, -1.06, i
- CCN(CCCNC(=O)C1CCN(C(=O)c2cc3sccc3n2C)CC1)Cc1ccccc1
→ i, -1.06, i
- CC1=C(C(=O)OCc2ccccc2)C(c2ccc(N3CCOCC3)cc2)NC(=O)N1 (stereo unspecified)
→ i, -0.52, i
- COc1ccc(S(=O)(=O)NCc2nc3nc(C)cc(C)n3n2)cc1OC
→ i, -1.13, i
- C=CCN(CC=C)C(=S)NC(=O)c1ccc(OC)c(Br)c1
→ i, 0.51, i
- O=C(CNC(=O)C12CC3CC(CC(C3)C1)C2)N/N=C\c1ccccn1
→ i, -1.72, i
- O=C(NCc1cccnc1)c1ccc(NC(=O)c2cccc([N+](=O)[O-])c2)cc1
→ i, 0.5, i
- O=C(CNS(=O)(=O)c1ccccc1)NCC(=O)N1CCCCC1
→ i, -0.19, i
- COC(=O)c1sccc1NC(=O)Nc1ccc(C)cc1C
→ i, -2.41, i

An excerpt from further up, for reference:
Values in the order: CHT inh, Kir21 inh, KCNQ2 inh
- COc1ccc(S(=O)(=O)NCc2nc3nc(C)cc(C)n3n2)cc1OC
→ i, -1.13, i
- C=CCN(CC=C)C(=S)NC(=O)c1ccc(OC)c(Br)c1
→ i, 0.51, i

(continued)
Values in the order: CHT inh, Kir21 inh, KCNQ2 inh
- Cc1ccc(CN(C)Cc2cc(=O)oc3cc(C)c(Cl)cc23)cc1
→ i, 0.08, i
- Cc1ccc(-c2csc(NC(=O)c3ccccc3Cl)c2C(=O)O)cc1
→ -5.85*, 2.02, i
- CSC(SC)=C(C#N)C(=O)c1ccccc1
→ -5.04*, -4.39*, -7.92*
- Cn1c(=O)c2c(nc(N3CCCCC3)n2C)n(C)c1=O
→ i, -0.77, i
- CS(=O)(=O)c1ccc(N2CCN(C3CC(=O)NC3=O)CC2)cc1 (stereo unspecified)
→ i, -1.62, i
- CN(C)CCNc1c2c(c(C#N)c3nc4ccccc4n13)CCCC2
→ i, -0.36, i
- COC(=O)c1cccc(NC(=O)Cc2ccsc2)c1
→ i, -1.71, i
- O=C(OCCN1CCOCC1)c1cccc(F)c1
→ i, -0.12, i
- Clc1cccc2sc(N3CCOCC3)nc12
→ i, -1.16, i
- CC1CCN(C(=O)C(C)NCc2ccc(F)cc2)CC1 (stereo unspecified)
→ i, -0.29, i
- CCC(C(=O)Nc1ccc(C(=O)N2CCCC2)cc1)c1ccccc1 (stereo unspecified)
→ i, -0.59, i
- COc1ccc(-c2c(C)nn3c(N)c(-c4ccccc4)cnc23)cc1OC
→ i, -4.75, i
- O=C1Nc2ccc(F)cc2C12SCCS2
→ i, 1.64, i
- Cc1ccc2c(c1)C(=O)CC(O)(C(F)(F)F)O2 (stereo unspecified)
→ i, -1.32, i
- Cc1ccccc1N1CC(C(=O)Nc2ccc(S(=O)(=O)NCC3CCCO3)cc2)CC1=O (stereo unspecified)
→ i, 1.12, i
- CCc1ccccc1NC(=O)CCNC(=O)Cn1ccc2ccccc2c1=O
→ i, -1.11, i
- O=C(Nc1cccc(-c2nc3ccccc3o2)c1)c1ccc(N2C(=O)C3C4C=CC(C4)C3C2=O)cc1 (stereo unspecified)
→ i, -0.35, i
- Cc1ccc(NC(=O)c2c(-c3ccccc3Cl)noc2C)nc1
→ i, -0.11, i
- Cc1c(C)c2ccc(OCC(=O)N3CCN(c4cccc(Cl)c4)CC3)cc2oc1=O
→ i, -0.81, i
- NC(=O)c1cc2cc(Cl)ccc2oc1=Nc1cccc(C(F)(F)F)c1
→ i, 0.24, i
- O=C(O)COc1ccccc1/C=N/NC(=O)CN1CCN(S(=O)(=O)c2ccc(Br)cc2)CC1
→ i, 1.63, i
- Cc1ccc(C(OC(=O)c2ccco2)C(=O)NC2CCCCC2)cc1 (stereo unspecified)
→ i, 1.2, i
- CCOC(=O)C1=C(C)OC(N)=C(C#N)C1c1ccccc1 (stereo unspecified)
→ i, -1.27, i
- CC(C)Sc1nnc([C@H](Cc2c[nH]c3ccccc23)NC(=O)OC(C)(C)C)o1
→ i, 1.23, i
- Cc1cc(C)n(CC(=O)NNC(=O)CCCOc2ccc(Cl)c(C)c2)n1
→ i, 0.85, i
- COc1cccc(NC(=O)CN(C)S(=O)(=O)c2ccc(C)cc2)c1
→ i, -2.01, i
- O=C(CSc1n[nH]c(=O)n1Cc1ccco1)N1CCOCC1
→ i, -0.14, i
- CCOC(=O)C1CCN(c2c(N3CCN(Cc4ccccc4)CC3)c(=O)c2=O)CC1
→ i, 0.26, i
- Cc1ccc(-n2c(C)nn(CC3CC3)c2=O)cc1
→ i, -0.65, i
- CCC(C)C(NC(=O)C1CCC(=O)N1C(=O)OCc1ccccc1)C(=O)NC(C(=O)N1CCCC1C(N)=O)C(C)CC (stereo unspecified)
→ i, -0.44, i

More compounds:
smiles	CHT inh	Kir21 inh	KCNQ2 inh
O=C(NNC(=O)c1cccnc1)NC12CC3CC(CC(C3)C1)C2	i	0.72	i
CCN(c1ccc2c(c1)OCO2)S(=O)(=O)c1cc(Br)cc2c1N(C(=O)C1CC1)CC2	i	0.56	i
Cc1cc(C)c(OCC(=O)N2CC=C(c3ccccc3)CC2)c(C)c1	i	1.53	-6.89*
O=C(NCCCN1CCCCC1)c1ccc(CS(=O)c2ccc(F)cc2)o1 (stereo unspecified)	i	0.89	i
Cc1ccccc1NC(=O)Cn1nnc(C(=O)NCc2ccco2)c1N	i	0.11	i
COc1cc2c(cc1OC)-c1cc(Nc3ccc(C(=O)O)cc3)nc(=O)n1CC2	i	1.1	i
NNC(=O)c1cc(-c2cccs2)nc2ccccc12	i	0.32	i
Cn1ncc(Br)c1N1C(=O)CCC1=O	i	0.05	i
CCOC(=O)c1nsnc1NCCSC(=N)N	i	-1.37	i
COc1ccccc1-c1coc2cc(OC(=O)N3CCOCC3)ccc2c1=O	i	0.83	i
COc1ccc(S(=O)(=O)N2CCN(c3c(C)cccc3C)CC2)cc1OC	i	1.32	i
CCOC(=O)c1ccc(N=C2NC(=O)CS2)cc1	i	0.45	i
COc1ccc(CCNC(=O)C23CCC(C)(C(=O)C2Br)C3(C)C)cc1OC (stereo unspecified)	i	-0.64	i
COCCNC(=O)COC(=O)c1cc(-c2ccc(OC)cc2)nc2ccccc12	i	-0.03	i
CC1CCN(c2nc(-c3ccccc3)cc(C(F)(F)F)n2)CC1	i	-2.18	i
Clc1ccccc1-c1cc(COc2ccc3ccccc3c2)no1	i	-2.28	i
Cc1cc(C(=O)O)ccc1NCc1ccncc1	i	1.53	i
COCCNC(=O)CCSCc1ccccc1F	i	0.74	i
Cn1cccc1Cc1nnc(SCC(=O)NCc2ccco2)n1-c1ccc(F)cc1	i	-0.99	i
O=C(O)CSc1c2c(nc3cc(C(=O)Nc4cccc(C(F)(F)F)c4)ccc13)CCCC2	i	0.05	i
S=c1[nH]nc(-c2ccccc2)n1/N=C/c1cccc(Cl)c1	i	0.04	i
CCOc1ccc(N2C(N)=NC(N)=NC2(C)C)cc1	i	0.21	i
O=C(CCO)c1ccc(O)cc1	i	-0.43	i
COc1ccccc1C(=O)CSc1ccccn1	i	0.12	i
CC(C)NC(=O)c1ccc(-c2ccc(Cl)c(C(F)(F)F)c2)o1	i	-0.25	i
COc1ccc(OCCn2cnc3ccccc32)cc1	i	1.2	i
Cc1c(C=C2C(=O)c3ccccc3C2=O)cc(C#N)n1C	i	2.21	i
CCOC(=O)C1(CCCc2ccccc2)CCN(C(=O)CN2CCOC2=O)CC1	i	0.45	i
